# Myeloid diff MLP – induction of myeloid progenitor differentiation, primary screen, cell-based, flow cytometry, MLPCN library. ER-HoxA9 myeloid progenitors, lysozyme-GFP differentiation. calls only at 10 µM. hit rate 1% among 360,000;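 active means normalized GFP-positive differentiation at or above the plate's own cutoff, the solvent-only control mean plus 3 SD; inconclusive means no clear call, values can overlap the other calls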;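 further: cells exposed to compound for four days before flow analysis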
# Myeloid diff MLP GFP+ MAC1+ % – recorded beside Myeloid diff MLP, whose call it bears; GFP+ MAC1+ double positive, %; measured here: differentiation confirmed by MAC1 staining
# * marks the source's active call; other numbers are inactive results; i = inactive; ? = inconclusive; . = not tested or not shown; + = active, no number. Not all compounds are listed (hit frequency here may not be typical).
SMILES,Myeloid diff MLP,Myeloid diff MLP GFP+ MAC1+ %
C[C@]12c3[nH]c4ccc(Cl)cc4c3CCN1C(=O)[C@@H](CC(=O)NCCc1ccccn1)C[C@@H]2C(=O)N1CCOCC1,i,0.9
Cc1ccc(/C=C/C(=O)OCC(=O)NCc2ccccc2)o1,i,0.7
O=c1ncccn1C1OC(CO)C(O)C1O (stereo not given),i,0.4
COc1ccccc1-c1cnc(C(O)c2ccc(C)cc2)[nH]1 (stereo not given),i,0.8
CCOC(=O)[C@]12CCC=C1N(CCC1=CCCCC1)C(=O)[C@H](CC(=O)N1CCCCC1)C2,i,1.1
O=C(NCc1cccc(Cl)c1)C1Cc2c(-c3cccc(F)c3)ccnc2O1 (stereo not given),i,0.3
COC(=O)C[C@H]1C[C@@H]2c3cc(NC(=O)CN(C)C)ccc3O[C@@H]2[C@H](CO)O1,i,0.7
O=C1CCC/C=C/C[C@@H](CC(=O)N(CCO)Cc2ccccc2)C(=O)NC[C@@H](c2ccccc2)O1,i,6.1
CC1(C(=O)NS(=O)(=O)c2ccc(Cl)cc2)CCN1C(=O)c1ccccc1 (stereo not given),i,1.8
N#Cc1ccc(S(=O)(=O)N2CCN(C(=O)c3cn(-c4ccccc4)nc3-c3cccnc3)CC2)cc1,i,0.1
O=C(OCc1ccccc1)N1Cc2ccnnc2CC1c1ccccc1Br (stereo not given),i,0.5
Cc1ccc2nc(COC(=O)c3ccc(Cl)nc3)cc(=O)n2c1,i,0.4
Cc1cc(C(=O)CN2C(=O)C(=O)N(C3CCCC3)C2=O)c(C)n1CCc1ccc(F)cc1,i,0.2
O=C(COC(=O)Cc1ccccc1F)NCc1ccccc1Cl,i,1.2
NS(=O)(=O)c1ccc(CCNC(=O)CN2C(=O)NC(c3ccccc3)(c3ccccc3)C2=O)cc1,i,1.9
O=C(NC1CCN(Cc2ccccc2)CC1)c1ccccc1NS(=O)(=O)c1ccc(F)c(F)c1,i,0.5
Cc1cc(C(=O)COC(=O)c2ccccc2O)c(C)n1CC1CCCO1 (stereo not given),i,0.7
CC1=C(C(=O)O)N2C(=O)C(NC(=O)c3ccc(F)cc3)C2SC1 (stereo not given),i,0.1
O=C1OCCC1=COCCCCOC=C1CCOC1=O,i,0.6
O=C(Nc1cc(S(=O)(=O)N2CCOCC2)ccc1N1CCOCC1)c1cccs1,i,0.2
C[C@@H]1CN([C@@H](C)CO)S(=O)(=O)c2ccc(Br)cc2O[C@@H]1CN(C)C(=O)C1CC1,i,1.6
COc1cccc(C#Cc2c(C=O)n(C)c3ccccc23)c1,i,0.2
COc1ccc(C(=O)OCC(=O)Nc2c(C)n(C)n(-c3ccccc3)c2=O)cc1OC,i,0.3
CC(C)(C)N(Cc1ccc2c(c1)OCO2)C(=O)/C=C\S(=O)c1ccccc1 (stereo not given),?,.
O=C1CN(Cc2ccccc2)CC(=O)N1,i,0.3
# The listing continues.
SMILES,Myeloid diff MLP,Myeloid diff MLP GFP+ MAC1+ %
COc1ccc(C(=O)NNC(=O)c2ccc(F)c(S(=O)(=O)N3CCOCC3)c2)cc1,i,0.5
CN1CCN(C(=O)C[C@H]2C[C@H]3c4cc(NC(=O)NC5CCCCC5)ccc4O[C@H]3[C@@H](CO)O2)CC1,i,0.8
c1csc(CNc2nc(Oc3ccncc3)c3sccc3n2)c1,i,1.8
NC(=O)CC(NC(=O)Cc1ccc(Br)cc1)c1ccc(NC2CCCCCCC2)c([N+](=O)[O-])c1 (stereo not given),i,2.7
COc1ccccc1CN(C)C(=O)CSCC(=O)Nc1ccccc1F,i,0.4
CN(C)C(CNC(=O)c1cc2ccccc2o1)c1ccco1 (stereo not given),i,0.4
CC(=O)c1cccc(-c2cnc3c(NC=O)cc(-c4ccc(F)cc4)cn23)c1,i,1.3
O=C(CSc1nc2nn(-c3ccccc3)c(=O)c-2c2n1CCCCC2)Nc1ccc(F)cc1F,i,0.8
Nc1ccn(C2OC(CO)C(O)C2F)c(=O)n1 (stereo not given),i,8.4
CC(C)(C)OC(=O)NCCCCCNC(=O)c1nc[nH]c1C(=O)NCC(=O)OCc1ccccc1,?,.
C=CC[C@@H](CC(=O)N[C@H](CO)Cc1ccccc1)C(=O)NCCOC(=O)[C@@H](CC=C)Cc1ccc(F)cc1,i,1.6
Cc1ccc(C(=O)OC(C(=O)O)C(OC(=O)c2ccc(C)cc2)C(=O)O)cc1 (stereo not given),i,0.5
O=C(OCC(=O)c1ccc[nH]1)c1ccc([N+](=O)[O-])cc1,i,0.6
Nc1ccc(C(=O)c2ccc3c(c2)OCCO3)cc1N,i,3.4
CCOC(=O)c1ccc(-c2c(-c3ccccc3OC)oc3ccccc23)cc1F,i,1.1
CNC[C@@H]1Oc2cc(Br)ccc2S(=O)(=O)N([C@H](C)CO)C[C@H]1C,i,1.3
CC(C)Oc1ccc(S(=O)(=O)N2CCOCC2)cc1NC(=O)C1COc2ccccc2O1 (stereo not given),i,0.9
CC(C)C[C@H]1CNC(=O)C(=O)N1C[C@@H]1CCCN1C[C@H](CC(C)C)N1C[C@H](Cc2ccccc2)N(CCc2ccccc2)C(=O)C1=O,i,2.2
O=C(CCC(=O)c1cccs1)NCc1ccccc1Cl,i,1.1
CC1=C(C(=O)N(C)C)CC(CC(=O)NCC2CCCCC2)C(=O)N1Cc1ccc(C(C)(C)C)cc1 (stereo not given),i,0.0
COc1ccc(CCNC(=O)c2cc(S(=O)(=O)N3CCCCCC3)ccc2OC)cc1OC,i,1.6
Cc1cccc(Nc2nnc(SCC(=O)NC(=O)CN3CCCC3=O)s2)c1,i,0.7
CCN1C(=O)[C@H]2[C@@H](c3ccc(-c4cc(C(C)=O)cs4)cc3)N3CCCC[C@@]3(C(=O)OC)[C@H]2C1=O,i,0.3
C[C@@H](c1ccccc1)N1Cc2ccccc2Oc2cc(Br)ccc2S1(=O)=O,i,0.3
CN(C)c1ccc(-c2ccnc3c2CC(C)(C(=O)NCc2cccc(Cl)c2)O3)cc1 (stereo not given),i,0.8

# By substructure, those above with fluorine.
SMILES,Myeloid diff MLP,Myeloid diff MLP GFP+ MAC1+ %
O=C(NCc1cccc(Cl)c1)C1Cc2c(-c3cccc(F)c3)ccnc2O1 (stereo not given),i,0.3
Cc1cc(C(=O)CN2C(=O)C(=O)N(C3CCCC3)C2=O)c(C)n1CCc1ccc(F)cc1,i,0.2
O=C(COC(=O)Cc1ccccc1F)NCc1ccccc1Cl,i,1.2
O=C(NC1CCN(Cc2ccccc2)CC1)c1ccccc1NS(=O)(=O)c1ccc(F)c(F)c1,i,0.5
CC1=C(C(=O)O)N2C(=O)C(NC(=O)c3ccc(F)cc3)C2SC1 (stereo not given),i,0.1
COc1ccc(C(=O)NNC(=O)c2ccc(F)c(S(=O)(=O)N3CCOCC3)c2)cc1,i,0.5
COc1ccccc1CN(C)C(=O)CSCC(=O)Nc1ccccc1F,i,0.4
CC(=O)c1cccc(-c2cnc3c(NC=O)cc(-c4ccc(F)cc4)cn23)c1,i,1.3
O=C(CSc1nc2nn(-c3ccccc3)c(=O)c-2c2n1CCCCC2)Nc1ccc(F)cc1F,i,0.8
Nc1ccn(C2OC(CO)C(O)C2F)c(=O)n1 (stereo not given),i,8.4
C=CC[C@@H](CC(=O)N[C@H](CO)Cc1ccccc1)C(=O)NCCOC(=O)[C@@H](CC=C)Cc1ccc(F)cc1,i,1.6
CCOC(=O)c1ccc(-c2c(-c3ccccc3OC)oc3ccccc23)cc1F,i,1.1

# Next section.
SMILES,Myeloid diff MLP,Myeloid diff MLP GFP+ MAC1+ %
CCN(CC)c1ccc2cc(-c3nc(-c4cc5ccccc5oc4=O)cs3)c(=O)oc2c1,+,6.5*
NS(=O)(=O)c1cccc(NC(=O)CSc2nnc(NC3CC3)s2)c1,i,1.4
CCc1ccc([C@@H]2C[C@H]3[C@@H](CN2S(=O)(=O)c2ccc(C)cc2)C(=O)C[C@@H](c2ccccc2)N3S(=O)(=O)c2ccc(C)cc2)cc1,i,2.4
Cc1ccc(NC(=O)c2ccc3c(c2)C(=O)N(c2ccccc2C)C3=O)nc1,i,0.2
O=S(=O)(c1ccc2ccccc2c1)N1CCN(S(=O)(=O)c2c(F)cccc2F)CC1,i,1.1
O=C(NCCc1ccccc1)C1CCC(Cn2c(=O)c3ccccc3n(Cc3cccc(Cl)c3)c2=O)CC1 (stereo not given),i,1.0
COc1cccc(CNC(=O)[C@@H]2CCCN2C(=O)OC(C)(C)C)c1,i,0.5
CCn1c2ccccc2c2cc(C#N)c(N)nc21,i,0.7
COC(=O)CNC(=O)c1ccccc1[N+](=O)[O-],i,8.6
CCN(c1ccccc1)S(=O)(=O)c1ccc(C(=O)N(C)Cc2cccs2)cc1,i,1.3
COCC(=O)N1CCC2CC1c1cc(Cl)ccc12 (stereo not given),i,0.2
COc1ccc(NC(=O)COc2ccccc2Cl)cc1S(=O)(=O)N1CCCCC1,i,0.1
O=C(OCc1ccccc1)N(CCCCN(CCCNCc1ccccc1)C(=O)OCc1ccccc1)CCCNCc1ccccc1,?,.
COC(=O)c1c(NC(=O)CN2C(=O)NC3(CCC(C)CC3)C2=O)sc2c1CCC2 (stereo not given),i,0.7
COC(=O)C[C@@H]1CC[C@H](NC(=O)c2cnccn2)[C@@H](CO)O1,i,1.2
O=C(NCCCc1ccccc1)c1cccc(NC(=O)C2CCCCC2)c1,?,.
CC(=O)c1cccc(OC(=O)Oc2cccc(C(C)=O)c2)c1,i,1.3
CC[C@H](C)[C@H]1CNC(=O)C(=O)N1CC1CCN(CCc2ccc(Cl)c(Cl)c2)CC1,i,0.5
O=C(CSc1ccc(Cl)cc1)OCC(=O)N1CCN(c2ccccc2)CC1,i,1.1
Cc1ccc2cc(CNC[C@H]3O[C@@H](n4cc(C)c(=O)[nH]c4=O)C[C@@H]3O)c(N3CCOCC3)nc2c1,i,0.5
CC1C(c2ccccc2)OCCN1C=NC#N (stereo not given),i,0.0
COc1ccc(NC(=O)c2ccc(=O)[nH]c2)cc1S(=O)(=O)N1CCOCC1,i,0.6
COc1ccc2c(c1)C(C)(Cc1ccc(C(=O)c3ccccc3)cc1)C(=O)N2 (stereo not given),i,1.7
O=C(NCCO)c1c(-c2ccc3c(c2)OCO3)noc1-c1ccsc1,i,0.8
CN(Cc1ccco1)c1ncnc2ccc(-c3ccoc3)cc12,i,1.8
# Other compounds follow:
SMILES,Myeloid diff MLP,Myeloid diff MLP GFP+ MAC1+ %
COc1ccc(C(=O)NCc2ccncc2)cc1S(=O)(=O)NCc1ccc(Cl)cc1,i,0.6
COC(=O)[C@]12CCCCC=C1N(Cc1cccc3ccccc13)C(=O)[C@H](CC(=O)N1CCSCC1)C2,i,1.3
Cn1ccc2c(-c3ccc(F)cc3)cc3c(c21)C1CCC3C1 (stereo not given),i,1.2
Cc1ccc(-n2nnnc2SCC(=O)c2c(N)n(C3CC3)c(=O)[nH]c2=O)cc1,+,6.4*
CC(=O)C1CCC2C3CCC4=CC(=O)CCC4(C)C3C(O)CC12C (stereo not given),i,3.8
O=c1[nH]c(-c2ccccc2)cnc1-c1ccccc1,i,0.2
C=CC[C@H](CC(=O)NCCO)C(=O)N[C@@H](COC(=O)[C@@H](CC=C)Cc1ccc(F)cc1)Cc1c[nH]c2ccccc12,i,0.3
Cc1cccc(-c2oc3ccc(-c4ccc5c(c4)OCO5)cc3c2C#Cc2cncn2C)c1,i,0.0
CC(C)(NC(=O)N1CCOCC1)c1cccc(C(C)(C)NC(=O)N2CCOCC2)c1,i,0.9
O=C(OCCn1c(=S)sc2ccccc21)c1ccccc1,?,.
O=C(NC(=S)Nc1cccc(O)c1)C1CCCCC1,i,1.3
CCOc1ccccc1N1CCN(C(=O)[C@@H]2CCCN2C2=NS(=O)(=O)c3ccccc32)CC1,i,0.5
CC[C@]12c3[nH]c4ccc(Cl)cc4c3CCN1C(=O)[C@@H](CC(=O)NCCCN(C)C)C[C@@H]2C(=O)N1CCN(C(=O)C2CC2)CC1,i,1.1
CC[C@H](C)[C@@H](C(=O)NCCCCCCCCCCC(=O)N1CCN(C(=O)OC(C)(C)C)CC1)n1cc(CCCCCNC(=O)OC(C)(C)C)nn1,?,.
COC(=O)c1cc(N/C(N)=N/c2nc(C)cc(C)n2)cc(C(=O)OC)c1,i,0.9
C[C@@]12C(=O)Nc3cc(F)c(F)cc3C(=O)N1[C@H]1c3ccccc3OC[C@@H]1[C@@H]2c1ccccc1,i,0.9
CC(O)(CC(=O)CC(=O)c1ccccc1)c1ccccc1 (stereo not given),i,0.7
CCOc1ccc(NC(=O)COC(=O)CNC(=O)c2ccc(-c3ccccc3)cc2)cc1,i,0.6
COC(=O)[C@]1(Cc2ccccc2)N[C@H](CN(C)C(=O)COc2ccccc2)[C@@H]2C(=O)N(Cc3ccccc3)C(=O)[C@@H]21,i,0.2
CC1CCCCC12NC(=O)N(CC(=O)Nc1sccc1C(N)=O)C2=O (stereo not given),i,0.6
COc1ccc(CNC(=O)COC(=O)c2ccc(C)c(S(=O)(=O)N3CCOCC3)c2)cc1OC,i,0.7
Cc1ccc(N2CCN(C3C(=O)Nc4ccccc4-n4nnnc43)CC2)cc1 (stereo not given),i,2.2
Cc1ccc(-c2nnc(SCC(=O)NC3CCCC3)n2N)cc1,i,0.5
Cc1ccccc1Nc1nc(N)nc(COC(=O)CCC(=O)c2ccc(F)cc2)n1,i,1.2
CC(=O)Nc1cccc(C(=O)Nc2cc(C(F)(F)F)ccc2-n2cncn2)c1,i,0.4
# The list continues.
SMILES,Myeloid diff MLP,Myeloid diff MLP GFP+ MAC1+ %
CC(OC(=O)c1ccccc1NCCO)C(=O)Nc1ccnn1C(C)C (stereo not given),i,0.9
COCOCCn1cc(CN2CCS(=O)(=O)N(Cc3ccc(-c4ccc(Cl)c(Cl)c4)cc3)C(C)C2=O)nn1 (stereo not given),i,1.0
O=C(NNC(=O)c1ccc(Br)o1)c1csc(N2CCOCC2)n1,i,0.9
CCC[C@H]1CC(=O)C=C(c2ccsc2)ON1C(=O)OC(C)(C)C,i,0.4
COc1ccc(C(CNC(=O)c2cccc(S(=O)(=O)N3CCCc4ccccc43)c2)N(C)C)cc1 (stereo not given),i,1.1
CC(C)C[C@H]1CN=C(Nc2ccccc2)N1CCc1cccc(F)c1,i,1.4
Cc1ccc(C)c(CC(=O)N2CCCCC2c2cc(C(=O)Nc3cccc(C#N)c3)no2)c1 (stereo not given),i,0.6
